Compound activity (PubChem BioAssay)
HepG2 tox = counter-screen for TGF-b inhibitors: cytotoxicity in HepG2 cells; 410,000 compounds, 0.76% hits; Potency, µM (series often up to 46.1 µM), inactives show at the top dose activity change, negative = cytotoxicity, most hits filed as cytotoxic; AID 588856; HepG2 CAGA-GFP viability, ATP luminescence, 18 h; note: some results filed as inactive show a strong effect at the top dose
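CellTiter-Glo luminescence gave cytotoxicity after 18 hours at 37 degrees C. The cells were HepG2 CAGA-GFP in 1% FBS DMEM, stimulated with 500 pg/mL TGF-beta after compound addition. %Activity was normalised to no-cell wells (complete cell-killing) and DMSO (no toxicity), and curves were fitted and classified.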
ATXN viability = viability counter-screen for ATXN expression inhibitors; S2 cells (HEK-293 line with an ATXN2-luciferase reporter) viability, CellTiter-Fluor protease fluorescence, 24 h; Potency, µM (top dose mostly 56.7 µM), most hits filed as cytotoxic; 400,000 compounds, 0.49% hits; note: nearly all actives have a fitted effect of over 40% in size
MCF10A rerep = inducers of DNA re-replication in MCF 10A breast cells. MCF 10A DNA re-replication, Hoechst nuclear intensity, 48 h. Potency, µM (series often up to 46.1 µM), inactives show top-dose activity, positive = re-replication, actives largely listed as activators. 350,000 compounds, 2.9% hits. AID 624296; note: % of control where 0% means no effect; nearly all actives have a fitted effect of over 50% in size
TGFb SMAD3 inh = blocks TGF-b signaling; AID 588855; Potency, µM (titrated, usually from 46.1 µM), without a hit: top-dose activity, negative = inhibition, hits mostly inhibitors; 410,000 compounds, 1.2% hits; HepG2 CAGA-GFP TGF-b/SMAD3 reporter, GFP fluorescence, 18 h; TGF-beta stimulated, 500 pg/mL final; note: % is set by controls: 0 for no effect and ±100 for the full control effect; nearly all actives have a fitted effect of over 65% in size
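Cell-based qHTS in HEPG2 carrying a CAGA-GFP Smad reporter; compounds added before 500 pg/mL final TGF-beta, 18 h incubation at 37 degrees C, GFP fluorescence quantified per cell by imaging cytometry.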
ATXN2 expr inh = ATXN2 expression inhibition | Potency, µM (series often up to 57 µM), for the others: at the top dose activity change, negative = inhibition, usual class: inhibitors | HEK-293 ATXN2-luciferase reporter, luminescence, 24 h | 360,000 compounds, 0.72% hits; note: % is set by controls: 0 for no effect and ±100 for the full control effect; nearly all actives have a fitted effect of over 55% in size
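ATXN2-luciferase reporter cells (luciferase flanked by upstream and downstream ATXN2 gene portions) were treated 24 h at 37 °C with compounds at up to 57 uM. SteadyGlo luminescence gave expression; GF-AFC fluorescence gave viability.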
A549 viability = kills or reduces viability of A549 cells in Nrf2 counter-screen; A549 ARE-Fluc cells, CellTiter-Fluor viability, 18-24 h; Potency, µM (doses to about 46 µM), for the others: top-dose activity change, negative = cytotoxicity, usual class: inhibitors; AID 504648; 390,000 compounds, 0.16% hits; note: % is set by controls: 0 for no effect and ±100 for the full control effect
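A549 ARE_Fluc cells in 5% FBS OPTI-MEM were exposed to compounds in concentration-response for 18-24 h at 37 deg C. Viability was read by CellTiter-Fluor fluorescence (Ex 405/Em 525) after 30 min, before the luciferase read.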
Nrf2 block = inhibitors of Nrf2 signaling. A549 ARE-Fluc reporter, luciferase luminescence, 18-24 h. Potency, µM (titrated, usually from 46 µM), inactives show at the highest dose activity change, negative = inhibition, usual class: inhibitors. 360,000 compounds, 2.1% hits. AID 504444; note: % is set by controls: 0 for no effect and ±100 for the full control effect; nearly all actives have a fitted effect of over 60% in size
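Cells were seeded and rested 2 h, then exposed to compounds for 18-24 h. CellTiter-Fluor was read first as a viability measure. BugLite was added 15 min before the final luminescent read of ARE-luciferase activity in A549 cells.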
EPAC2 antagonist = blocks human EPAC2 exchange factor | Q8WZA2 | EPAC2 GEF exchange of Rap1B-BODIPY-GDP, fluorescence | Potency, µM (series often up to 114 µM), inactives show top-dose activity, negative = inhibition, usual class: inhibitors | 360,000 compounds, 0.18% hits | AID 720708; note: % is set by controls: 0 for no effect and ±100 for the full control effect; nearly all actives have a fitted effect of over 45% in size; many of its hits are not listed in these tables
Target sequence (Q8WZA2 whole entry, looked up): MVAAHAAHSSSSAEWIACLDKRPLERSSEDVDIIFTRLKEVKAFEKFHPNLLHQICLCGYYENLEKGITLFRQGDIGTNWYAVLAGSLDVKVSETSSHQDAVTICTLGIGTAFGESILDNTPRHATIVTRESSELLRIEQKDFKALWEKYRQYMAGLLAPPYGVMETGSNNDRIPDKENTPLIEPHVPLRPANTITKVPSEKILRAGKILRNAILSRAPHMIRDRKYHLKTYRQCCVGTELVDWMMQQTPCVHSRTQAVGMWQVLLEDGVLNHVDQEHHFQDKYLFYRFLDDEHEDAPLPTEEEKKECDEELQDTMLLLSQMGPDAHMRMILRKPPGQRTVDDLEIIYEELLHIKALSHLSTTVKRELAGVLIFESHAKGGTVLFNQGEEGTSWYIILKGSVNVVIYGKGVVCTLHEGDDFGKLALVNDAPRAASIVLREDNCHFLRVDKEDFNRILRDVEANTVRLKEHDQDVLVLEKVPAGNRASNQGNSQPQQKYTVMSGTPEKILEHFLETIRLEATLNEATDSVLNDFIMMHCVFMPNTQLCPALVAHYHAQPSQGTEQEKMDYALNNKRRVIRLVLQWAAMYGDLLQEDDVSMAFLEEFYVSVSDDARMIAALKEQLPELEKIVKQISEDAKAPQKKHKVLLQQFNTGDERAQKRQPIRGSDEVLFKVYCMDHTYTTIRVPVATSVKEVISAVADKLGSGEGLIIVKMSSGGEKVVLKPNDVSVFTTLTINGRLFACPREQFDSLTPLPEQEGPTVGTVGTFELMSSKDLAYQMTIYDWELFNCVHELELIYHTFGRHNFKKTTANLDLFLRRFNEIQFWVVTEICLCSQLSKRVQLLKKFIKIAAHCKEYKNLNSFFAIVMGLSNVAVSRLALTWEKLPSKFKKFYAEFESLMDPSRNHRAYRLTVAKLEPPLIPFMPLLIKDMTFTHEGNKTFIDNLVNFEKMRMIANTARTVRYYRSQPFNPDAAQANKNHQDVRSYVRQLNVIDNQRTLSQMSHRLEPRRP
Nrf2 ARE act = Nrf2 pathway activation; AREc32 ARE-luciferase reporter (MCF7-derived line), luminescence, 24 h; Potency, µM (highest dose often 46.1 µM), inactives show at the highest dose activation, most hits filed as activators; 410,000 compounds, 0.31% hits; AID 624171; note: % of control where 0% means no effect; nearly all actives have a fitted effect of over 65% in size
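Quantitative high-throughput format: AREc32 reporter cells, 1000 per well, received compound by pin transfer and were incubated 24 hr at 37 deg C, 5% CO2, before Steady-Glo luminescence detection.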
The depositor's hits bear a star; i = inactive; ? = inconclusive; . = no result given; [ ] = dose if it differs, or a comment. Calls come from the whole dose curve; as a rule, active = well fitted curve in the direction sought with a large enough effect; inconclusive = small, poorly fitted or top-dose-only effect, or another doubt; inactive = no such curve, though single readings can be large; an effect the other way counts as inactive or inconclusive. Potency is the fitted concentration of half-maximal effect.

Below each compound – Nrf2 block, Nrf2 ARE act, TGFb SMAD3 inh, ATXN viability, HepG2 tox, A549 viability, MCF10A rerep, EPAC2 antagonist, ATXN2 expr inh
COc1ccc(C(=O)Nc2ccccc2C(=O)N2CCCCC2C)cc1 (stereo not drawn)
 : 7%, -0.3%, 12%, i, 5%, -9%, 10%, 7%, -11%
COC(=O)[C@H](Cc1ccccc1)NC(=O)N1CCN(Cc2ccccc2)CC1
 : 2%, 0.2%, -28%, i, 0%, 4%, -3%, -14%, ?
CCC(=O)NC(=S)Nc1ccc(NC(=O)c2cccnc2)cc1
 : -23%, -1.0%, 10%, i, -4%, 1%, 0%, 1%, -11%
O=C(O)c1cc(N2C(=O)CCC2=O)ccc1Cl
 : 1%, -0.3%, -2%, i, -2%, 5%, ?, 6%, 6%
CC(Oc1ccc(Cl)cc1Cl)C(=O)Nn1cnnc1 (stereo not drawn)
 : -11%, -0.7%, 4%, i, 16%, -14%, -1%, -1%, -26%
COCCNS(=O)(=O)c1cc(C(=O)O)ccc1OC
 : -2%, 0.0%, ?, ?, -1%, 3%, -7%, 4%, -26%
Cc1ccc2nc(NC(=O)CSc3nccn3Cc3ccc(Cl)cc3)sc2c1
 : ., -1.3%, -14%, ., -16%, 12%, ., ., .
Fc1ccccc1OCCCCCN1CCCC1
 : 7%, -0.4%, -6%, ?, 6%, -4%, -5%, 2%, 2%
CC1=[N+](C)N(c2ccccc2)C(=O)C1N=Cc1ccc(Cl)cc1 (stereo not drawn)
 : -6%, 0.3%, 34%[activator], i, 10%, -13%, ?, 18%, .
COc1ccc2oc(=O)c(C(=O)NC3CCCCCC3)cc2c1
 : -2%, 4.8%, 18%, ., -1%, 6%, 13%, 3%, 21%
CCCCOc1ccc(C(=O)NCC(=O)N(C)Cc2nc3ccccc3c(=O)[nH]2)cc1
 : -26%, -0.6%, -17%, i, -8%, 4%, 5%, -5%, -4%
Cc1ccc(OCC(=O)NNC(=O)C2CC(=O)N(c3ccc4c(c3)OCCO4)C2)cc1 (stereo not drawn)
 : 1%, -0.2%, 14%, i, -1%, 4%, 10%, -6%, -3%
CCn1c(=O)n(CC)c2cc(N3CCCC3)c(NC(=O)c3ccccc3Br)cc21
 : 1%, 4.1%, ?, ?, -31%, 7%, -6%, -12%, .
COc1cc(CNC(=O)CCCCCCC(C)C)ccc1O
 : 1%, -0.8%, -25%, i, -27%, -2%, ?, -18%, -1%
O=C(CCSc1nnc2scc(-c3ccccc3)n12)NCc1ccc2c(c1)OCO2
 : -26%, -0.1%, ?, i, 5%, -10%, 12%, 0%, 12%
CCN(c1ccccc1)S(=O)(=O)c1ccc(Cl)c(NC(=O)Nc2ccc(Cl)cc2C#N)c1
 : ?, 2.9%, ?, i, -19%, ?, ?, -30%, 0%
COc1cc(Br)c(CN2CCCN(C)CC2)cc1OC
 : -20%, 1.9%, 3%, i, 1%, 9%, 4%, 8%, .
NC1=NC(c2ccc(F)cc2)n2c(nc3ccccc32)N1 (stereo not drawn)
 : -6%, 0.3%, -4%, i, 5%, 0%, 26µM*, 2%, -9%
CC(C)(C)NS(=O)(=O)c1ccc(NC(=O)CS(=O)(=O)Cc2ccccc2)cc1
 : -2%, 0.1%, 0%, i, 2%, -8%, -3%, -7%, 3%
COc1ccc(C2CC(=O)C3=C(C2)Nc2ncnn2C3c2ccccc2C)c(OC)c1 (stereo not drawn)
 : ?, -0.5%, 3%, i, -4%, -7%, 9%, 11%, -1%
COc1cc(S(=O)(=O)Nc2cccc(C(=O)O)c2)c(OC)cc1Cl
 : 3%, -0.5%, 18%, i, 2%, 14%, 1%, 1%, 3%
Cn1cnc2cc(NCc3cccs3)ccc21
 : 25%, 2.3%, 9%, i, 0%, 1%, 10%, 0%, 15%
COc1ccc2c(c1)c(CC(=O)Nc1cccc(S(N)(=O)=O)c1)c(C)n2C(=O)c1ccc(Cl)cc1
 : ?, 6.1%, 16µM*, ?, -43%, -9%, ?, -9%, ?
COc1ccc(CCNC(=O)c2cnc3ccc(C)cn3c2=O)cc1
 : 15%, -0.1%, -2%, i, -4%, 3%, ., ., -2%
C[C@H](CO)N1C[C@H](C)[C@@H](CN(C)S(=O)(=O)c2cccs2)Oc2c(NC(=O)NC3CCCCC3)cccc2C1=O
 : -7%, 3.2%, ?, ?, 2%, -12%, ?, -12%, -13%
Nn1c(C2CCC2)nc2ccccc2c1=O
 : -1%, -0.7%, 1%, i, -8%, 3%, 0%, 4%, 4%
Cc1nc2sccn2c(=O)c1S(=O)(=O)NCc1ccc(F)cc1
 : 15%, 0.6%, 4%, ., 0%, 10%, ., ., .
COc1ccccc1NC(=O)/C(=C\c1cccnc1)NC(=O)c1ccc(C)cc1
 : -2%, -0.4%, 0%, i, 1%, 1%, 0%, 7%, 2%
O=C(Cn1c(=O)oc2cc(S(=O)(=O)N3CCCC3)ccc21)NC1CCCc2ccccc21 (stereo not drawn)
 : -3%, -0.6%, -9%, i, 0%, 0%, 10%, 3%, -3%
CCCc1ccc(-c2cc(C(=O)N/N=C/c3ccc([N+](=O)[O-])o3)c3ccccc3n2)cc1
 : 10µM*, 17%, -18%, ?, -32%, -21%, 5µM*, -3%, 2%
Cc1ccc(-c2csc3ncnc(SCC(=O)O)c23)cc1
 : -10%, -0.7%, 4%, i, 0%, -1%, -4%, -5%, -3%
Cc1nnc2c(N3CCN(c4ccccc4F)CC3)nc3ccc(C(=O)c4ccccc4)cc3n12
 : 19%, 0.3%, 0%, ., 3%, 6%, ., ., .
CCn1c(=O)n(CC)c2cc(NC(=O)c3ccccc3Cl)ccc21
 : -16%, 6.2%, 2%, i, -8%, -1%, 11%, 8%, .
COc1ccccc1N1CCN(C2CC(=O)N(c3ccccc3)C2=O)CC1 (stereo not drawn)
 : -5%, 0.1%, -7%, i, -1%, -2%, 6%, 9%, .
O=C1ON=C(c2ccccc2)/C1=C/c1ccco1
 : 4%, -0.6%, 2%, i, -3%, -11%, ?, 20%, -7%[11.3 µM]
Cc1ccc(C#N)c(SCCN2CCCCC2)n1
 : 5%, -0.5%, 0%, i, -25%, -6%, -2%, 3%, -7%
O=C(COc1ccc([N+](=O)[O-])cc1)NNC(=O)C1COc2ccccc2O1 (stereo not drawn)
 : ., 0.4%, 6%, i, 7%, ., ., -9%, .
Cc1ccc(CSC2=NS(=O)(=O)c3ccccc32)cc1
 : -24%, ., ?, ., -29%, 0%, ., ., .
Cc1cc(C)nc(SCC(=O)Nc2ccc(Br)cn2)n1
 : -5%, 2.5%, 10%, i, -3%, -2%, 1%, 4%, 1%
Cc1nc2nc(SCC(=O)NCCN3CCOCC3)nn2c(C)c1Cc1ccccc1
 : 10%, 0.1%, 0%, i, 1%, -6%, 9%, 0%, 1%
CCn1c(SCC(=O)NC2CC2)nnc1-c1ccc(F)cc1
 : 7%, -0.1%, 2%, i, 4%, 1%, -1%, 4%, -1%
Cc1ccnc(NC(c2ccsc2)c2ccc3ccc(C)nc3c2O)c1 (stereo not drawn)
 : 8%, ?, ?, i, -31%, 5%, ?, -1%, 14%
CSc1cccc(CN2CCC(CO)(Cc3ccccc3)CC2)c1
 : 3%, 0.0%, -3%, i, 2%, 1%, 18%, -7%, -36%
COc1ccc(OC)c(NC(=O)C2CCCN(S(=O)(=O)c3cccc4nonc34)C2)c1 (stereo not drawn)
 : -15%, -0.5%, -3%, i, -7%, -5%, 14%, 5%, 0%
Cc1cc2ccccc2n1CCNC(=O)Cc1ccccc1
 : -1%, -0.2%, 0%, i, -11%, -6%, 4%, -10%, 13%
Cc1cc(Oc2ccc(-c3ccccc3)cc2)nc(N2CCOCC2)n1
 : -19%, -1.3%, 10%, i, -3%, ?, ?, -11%, -3%
O=C(Nc1ccc([N+](=O)[O-])cc1)NN1CCCCCC1
 : ?, 6.5%, 18%, i, -11%, -14%, 3%, -6%, 4%
O=C(O)CCCCCCCCCC(=O)c1cccs1
 : -5%, 1.6%, 5%, i, 6%, -4%, 4%, 12%, -3%
O=C1NC(Cc2ccccc2)c2nc3ccc(Br)cc3c(=O)n2-c2cc3ccccc3cc21 (stereo not drawn)
 : ., -2.1%, 0%, ?, 0%, ., ., -3%, -14%
O=C(C1CCC(CNS(=O)(=O)c2ccc(Br)s2)CC1)N1CCN(c2ccccc2)CC1 (stereo not drawn)
 : ?, 0.0%, 5%, i, -20%, -1%, ., ., -5%

Filtered by structure: those above containing two or more sulfur atoms
Below each compound – Nrf2 block, Nrf2 ARE act, TGFb SMAD3 inh, ATXN viability, HepG2 tox, A549 viability, MCF10A rerep, EPAC2 antagonist, ATXN2 expr inh
Cc1ccc2nc(NC(=O)CSc3nccn3Cc3ccc(Cl)cc3)sc2c1
 : ., -1.3%, -14%, ., -16%, 12%, ., ., .
O=C(CCSc1nnc2scc(-c3ccccc3)n12)NCc1ccc2c(c1)OCO2
 : -26%, -0.1%, ?, i, 5%, -10%, 12%, 0%, 12%
CC(C)(C)NS(=O)(=O)c1ccc(NC(=O)CS(=O)(=O)Cc2ccccc2)cc1
 : -2%, 0.1%, 0%, i, 2%, -8%, -3%, -7%, 3%
C[C@H](CO)N1C[C@H](C)[C@@H](CN(C)S(=O)(=O)c2cccs2)Oc2c(NC(=O)NC3CCCCC3)cccc2C1=O
 : -7%, 3.2%, ?, ?, 2%, -12%, ?, -12%, -13%
Cc1nc2sccn2c(=O)c1S(=O)(=O)NCc1ccc(F)cc1
 : 15%, 0.6%, 4%, ., 0%, 10%, ., ., .
Cc1ccc(-c2csc3ncnc(SCC(=O)O)c23)cc1
 : -10%, -0.7%, 4%, i, 0%, -1%, -4%, -5%, -3%
Cc1ccc(CSC2=NS(=O)(=O)c3ccccc32)cc1
 : -24%, ., ?, ., -29%, 0%, ., ., .
O=C(C1CCC(CNS(=O)(=O)c2ccc(Br)s2)CC1)N1CCN(c2ccccc2)CC1 (stereo not drawn)
 : ?, 0.0%, 5%, i, -20%, -1%, ., ., -5%

The list is partial; count on the stated rates, not on these rows.
